# Compound activity as filed in PubChem BioAssay.
# M5 antag: CHRM5 antagonism in calcium assay. inhibition, % at 3 µM. P08912. AID 624040. hit rate 0.59% among 360,000. CHO-hM5 cells, Fluo-8 calcium fluorescence, ACh EC80;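 active means inhibition above a per-plate cutoff, the mean of that plate's test compounds plus 3 SD, cut at about 27% in these data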;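 further: 0% = acetylcholine EC80 with DMSO and 100% = DMSO without agonist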
# TAAR1 ag: human TAAR1 agonism. CHO RD-HGA16 TAAR1, Fluo-8 calcium fluorescence; vehicle wells 0%, saturating PEA agonist 100%. activation, % at 3 µM. hit rate 0.99% among 360,000;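 active means activation above the mean activation of all test compounds in the run plus 3 SD, cut at about 38% in these data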
# Target sequence (Q96RJ0 whole entry, looked up): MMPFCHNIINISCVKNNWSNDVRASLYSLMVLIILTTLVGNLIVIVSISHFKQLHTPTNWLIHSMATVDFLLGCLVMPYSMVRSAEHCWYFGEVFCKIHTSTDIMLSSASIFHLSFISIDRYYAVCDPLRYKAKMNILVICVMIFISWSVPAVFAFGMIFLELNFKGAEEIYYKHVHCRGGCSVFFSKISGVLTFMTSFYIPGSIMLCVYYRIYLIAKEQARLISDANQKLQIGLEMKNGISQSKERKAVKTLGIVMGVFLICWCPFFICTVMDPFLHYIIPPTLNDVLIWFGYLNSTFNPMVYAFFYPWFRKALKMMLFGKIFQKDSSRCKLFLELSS
#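 Assay system – CHO-derived RD-HGA16 cells with stable Gα16 and human TAAR1 · Compound dosing – one-point dosing at 3 µM (nominal) · Incubation – 17-24 h seeding, 75 min 37 °C dye, 30 min RT · Measured by – kinetic Fluo-8 calcium fluorescence · Control set – DMSO vehicle as 0%, PEA at EC100 as 100% · Repeats – single well for each compound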
# M5 ag: agonists of human muscarinic M5 receptor (CHRM5); P08912; CHO-K1 hM5 cells, Fluo-8 calcium fluorescence; 0% DMSO wells, 100% maximal acetylcholine response; activation, % at 3 µM; hit rate 0.19% among 360,000;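 active means activation above the run's mean over test compounds plus 3 SD, cut at about 23% in these data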;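 further: signal is peak over basal fluorescence ratio across the kinetic read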
# M5 PAM: CHRM5 positive allosteric modulation; P08912; AID 624038; activation, % at 3 µM; CHO-K1 hM5, Fluo-8 calcium, ACh EC20 PAM; 0% = ACh EC20, 100% = ACh EC100; hit rate 0.3% among 360,000;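 active means activation above the run cutoff, the mean activation of all test compounds plus 3 SD, cut at about 18% in these data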
#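 System: CHO-K1 cell line with stable human muscarinic M5 receptor expression | Also added: EC20 acetylcholine as agonist stimulus | Compound: One concentration, 3 µM final (nominal) | Timing: Fluo-8 loading 80 min at 37 °C plus 30 min room temperature | Measured by: Fluo-8 calcium dye fluorescence, kinetic read | Read-out basis: % activation, ACh-normalized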
# CHRM1 antagonist: blocks human M1 muscarinic receptor | CHO-K1 hM1, Fluo-8 calcium fluorescence, ACh EC80 antagonist | inhibition, % at 3 µM | AID 588852 | hit rate 1.3% among 360,000;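 active means percent inhibition above its own plate's cutoff, namely the mean of that plate's compound wells plus 3 SD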;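 further: peak over basal fluorescence ratio during 140 s after agonist addition; 0% = ACh EC80 plus DMSO and 100% = DMSO alone without agonist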
# CHRM4 agonist: CHRM4 agonism in calcium assay | AID 624127 | activation, % at 3 µM | CHO-K1 hM4/Gqi5, Fluo-8 calcium fluorescence; vehicle 0%, full acetylcholine response 100% | hit rate 0.14% among 360,000;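 active means activation above the run mean over all test wells plus 3 SD, cut at about 32% in these data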;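 further: peak over basal fluorescence ratio per well then scaled between controls; 0% = DMSO wells and 100% = acetylcholine at EC100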
# Target sequence (P08173 whole entry, looked up): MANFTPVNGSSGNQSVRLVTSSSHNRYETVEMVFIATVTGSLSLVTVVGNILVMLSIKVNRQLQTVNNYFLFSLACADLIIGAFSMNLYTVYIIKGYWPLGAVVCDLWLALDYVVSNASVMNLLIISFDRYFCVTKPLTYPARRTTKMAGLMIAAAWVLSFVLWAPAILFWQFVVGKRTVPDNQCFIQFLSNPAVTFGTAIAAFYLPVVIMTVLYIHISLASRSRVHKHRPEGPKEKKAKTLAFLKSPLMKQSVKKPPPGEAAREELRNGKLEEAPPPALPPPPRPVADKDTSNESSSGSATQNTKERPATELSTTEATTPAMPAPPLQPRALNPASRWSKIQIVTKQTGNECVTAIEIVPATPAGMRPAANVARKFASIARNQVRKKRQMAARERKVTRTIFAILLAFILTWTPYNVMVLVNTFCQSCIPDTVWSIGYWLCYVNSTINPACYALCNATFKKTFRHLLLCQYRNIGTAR
# M1 ag: activates human CHRM1 receptor. P11229. CHO-K1 hM1, Fluo-8 calcium fluorescence, agonist mode; 0% DMSO, 100% acetylcholine EC100. activation, % at 3 µM. hit rate 0.33% among 360,000;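 active means activation above the run's mean compound activation plus 3 SD, cut at about 16% in these data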;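 further: peak over basal fluorescence ratio within a 140 s kinetic read after compound addition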
# M4 antag: blocks acetylcholine activation of human M4 receptor; CHO-hM4 cells, ACh EC80, Fluo-8 calcium fluorescence; inhibition, % at 3 µM; hit rate 0.73% among 360,000;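 active means inhibition above its plate's cutoff, the mean inhibition of sample wells plus 3 SD, cut at about 27% in these data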;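 further: 0% = acetylcholine EC80 with DMSO and 100% = DMSO without agonist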
# M1 PAM: positive allosteric modulators of human M1 muscarinic receptor; P11229; CHO-K1 hM1, Fluo-8 calcium fluorescence, ACh EC20; 0% = ACh EC20, 100% = maximal ACh; activation, % at 3 µM; hit rate 0.088% among 360,000; in the data active means activation above about 19%, passing the limit was not always enough
# * hit, by the source's call; . = no result given. This is a subset; count on the stated rates, not on these rows.
SMILES,M5 antag,TAAR1 ag,M5 ag,M5 PAM,CHRM1 antagonist,CHRM4 agonist,M1 ag,M4 antag,M1 PAM
NC(=NCCc1c[nH]c2ccccc12)NS(=O)(=O)c1cc(F)ccc1F,8.6,1.9,2.0,0.7,-2.5,3.1,-3.4,7.7,6.5
O=C(Nc1nc(-c2nc3ccccc3s2)cs1)c1ccc(S(=O)(=O)N2CCOCC2)cc1,-2.0,33.5,3.6,5.5,-24.1,2.1,1.5,-0.4,6.6
COc1cc(OC)cc(C(=O)Nc2ccc(C(=O)NCC3CCCO3)cc2)c1 (stereo unspecified),4.4,0.1,0.0,-8.0,-9.3,1.9,-1.3,-4.6,6.5
C/C(=N\NC(=O)Cn1ccc(C(F)(F)F)n1)c1ccco1,-4.9,-0.9,-1.6,5.2,-7.4,0.9,-9.4,-1.3,11.7
CCCC1(c2ccccc2)NC(=O)N(CC(=O)NCc2ccc(C)cc2)C1=O (stereo unspecified),10.7,-1.1,-4.4,-3.2,-5.6,0.2,-3.3,-0.1,5.3
CCc1nnc(NC(=O)CSc2nnc3ncccn23)s1,-0.5,.,0.4,3.0,23.1,-0.1,-4.1,-0.4,-9.7
CN(C(=O)COC(=O)c1cc2ccccc2cc1O)C1CCCCC1,7.8,4.0,-4.3,-13.7,10.9,6.9,-4.6,-5.0,-8.2
O=C(O)c1ccc(C2(c3ccc(C(=O)O)cc3)OC(=O)c3ccccc32)cc1,7.5,0.9,-1.5,-0.6,-19.0,0.3,-1.3,-12.5,11.3
Cc1cc2cc(CNC(=O)c3ccc(Br)o3)ccc2[nH]1,4.5,0.6,1.3,-7.5,-3.2,1.6,-8.0,-5.1,-1.4
O=C1CCC(C(=O)N2CCN(c3cnccn3)CC2)CN1CCc1ccccc1 (stereo unspecified),-0.7,0.7,1.3,2.6,-1.6,0.1,-3.6,-5.6,0.0
CS(=O)(=O)N(CC(=O)N1CCCC1)c1ccc(OCc2ccccc2)cc1,6.9,4.7,3.4,-6.6,-2.1,9.2,-1.3,-7.5,0.9
CCOc1ccc(C(=O)N/N=C/c2ccc(-c3ccc(S(=O)(=O)Nc4ncccn4)cc3)o2)cc1,6.6,11.8,-2.1,-2.6,-6.2,0.3,-4.8,-5.0,7.5
O=C(Nc1ccc(Cl)c([N+](=O)[O-])c1)c1cnccn1,-9.5,1.2,2.6,7.2,-7.4,2.1,0.1,7.6,4.7
CCOC(=O)C(C#N)C(=N)C1C(=O)OC2CCCCC21 (stereo unspecified),2.9,0.6,-0.2,-2.1,-18.7,-0.1,0.2,-0.2,6.7
c1cncc(-c2nn3c(Cn4cnc5ccccc54)nnc3s2)c1,12.7,3.1,2.8,-3.1,-5.8,1.5,-3.4,-2.3,3.0
Cc1ccc(C)c(NC(=O)C2(C)CC3c4ccccc4C2c2ccccc23)c1 (stereo unspecified),-2.4,8.7,3.0,0.0,-16.0,-0.3,-2.1,11.4,9.3
O=C1/C(=C/c2ccccc2)Nc2ccccc21,6.8,7.2,1.2,-3.3,-5.3,-0.4,-1.6,6.7,7.5
O=C(c1ccc2c(c1)OCCO2)C1CCN(S(=O)(=O)c2ccc(F)cc2)CC1,-6.3,9.8,-1.2,2.4,2.3,3.7,-5.6,7.8,-0.3
C=CCn1c(C)cc(C(=O)CN2C(=O)c3ccccc3S2(=O)=O)c1C,14.3,.,0.2,-1.5,13.1,2.3,-1.8,0.0,5.7
CCC(=O)Nc1ccc(C(=O)CSc2nc3ccccc3[nH]2)cc1,2.0,5.5,4.0,-8.6,-9.8,7.0,0.3,-4.0,4.7
Nc1ncnc(NCc2ccc(F)cc2)c1[N+](=O)[O-],0.4,9.5,-1.5,11.2,-1.6,2.0,-5.6,-2.6,6.0
c1ccc(Cn2ncc3c(N4CCOCC4)ncnc32)cc1,-8.8,7.7,2.9,13.7,-7.4,3.2,1.0,-3.5,7.1
CC1CCC2(CC1)NC(=O)N(CC(=O)Nc1ccc3c(c1)OCO3)C2=O (stereo unspecified),6.9,0.9,0.8,13.7,2.3,1.6,-6.5,0.3,2.5
Cc1ccc(NC(=O)c2ccc(Cl)c(S(=O)(=O)N3CCCC3)c2)nc1,2.9,3.4,1.4,-8.0,1.0,9.2,-1.1,0.2,-0.9
CCOc1ccc(C)cc1S(=O)(=O)n1ccnc1,-6.5,9.4,-2.1,0.7,-26.2,-0.1,-2.4,-3.1,2.3
O=C1CC(N2CCN(Cc3ccc4c(c3)OCO4)CC2)C(=O)N1CCc1ccccc1 (stereo unspecified),10.3,13.2,0.5,-14.7,8.7,11.5,-4.6,5.2,-11.2
Cc1ccc(C)c(SCC(=O)Nc2cc(S(=O)(=O)N3CCOCC3)ccc2C)c1,8.2,1.1,-1.9,1.8,-14.3,2.7,-2.1,11.1,7.7
COc1ccc(N2CCN(C(=O)CSc3nc4[nH]ncc4c(=O)n3-c3ccc(Br)cc3)CC2)cc1,6.3,9.3,-2.9,-6.8,1.6,2.4,-6.6,2.0,2.6
O=C1Nc2ccccc2C1(O)c1ccccc1O (stereo unspecified),5.7,0.5,-3.5,-4.5,-6.3,0.3,-3.9,3.7,-0.7
Cc1ccc(C(=O)Nc2cccc(-c3ccc(N4CCOCC4)nn3)c2)cc1C,15.3,14.1,1.7,-23.5,11.4,17.7,-2.8,5.8,-7.5
COc1ccccc1CNC(=O)CN(CCc1ccccc1)S(C)(=O)=O,-10.3,8.7,0.7,-3.2,-11.8,2.9,-3.6,-3.8,17.9
N#Cc1c2c(c(Nc3ccccc3)n3c1nc1ccccc13)CCC2,9.0,1.2,1.1,-1.9,3.5,0.1,-3.5,13.5,1.1
CC(=O)Oc1ccc(-c2ccc(C(=O)Nc3cccc(S(=O)(=O)N4CCOCC4)c3)cc2)cc1,5.6,17.0,0.3,-2.1,11.8,16.3,-7.8,10.0,-9.0
Cc1oc(-c2ccc(Cl)cc2)nc1CN1CCCC(C(=O)NCc2ccco2)C1 (stereo unspecified),-4.6,8.1,-6.0,-1.7,1.8,0.0,-5.6,-22.0,-1.7
C=CCn1c(NC(=O)c2ccc(C)cc2)nc2ccccc21,6.5,4.1,-4.9,5.0,-1.6,-0.5,-7.1,11.7,0.6
O=C(C[n+]1cc(-c2ccc(Cl)cc2)n2c1CCC2)Nc1nc(-c2ccc(F)cc2)cs1,4.3,0.3,-5.0,0.5,-1.0,1.0,-5.4,-4.8,3.7
C[C@H](NC(=O)C1CCN(S(=O)(=O)c2ccccc2)CC1)C(=O)NCc1ccc(Cl)cc1Cl,12.3,15.3,-0.8,-3.1,-0.4,17.3,-0.2,-9.4,-0.7
CC(=O)c1ccccc1NC(=O)CSc1n[nH]c(=O)n1C1CC1,16.0,2.9,1.4,-6.1,0.0,3.5,-1.8,-4.8,-2.5
CC(=O)c1ccc(NC(=O)CC2S/C(=N/N=C3CCCCCC3)NC2=O)cc1 (stereo unspecified),8.3,2.1,-1.7,-5.4,-3.1,1.3,-3.1,-0.3,5.2
Cc1cc(=O)[nH]c(SCC(=O)Nc2nonc2C)n1,19.4,0.2,-6.5,-13.8,-0.7,0.4,0.4,1.8,5.7
CCCCC(O)(c1ccc(OC)cc1)C(CN1CCOCC1)c1ccccc1 (stereo unspecified),-1.0,10.6,-3.9,1.2,-10.4,0.4,-2.2,-9.8,3.7
COc1cc(C(=O)N/N=C(\C)Cn2nc([N+](=O)[O-])cc2C)ccc1O,-3.9,-0.3,-3.5,1.2,-1.9,0.7,-7.8,2.7,6.8
COc1ccc(C(=O)OCc2ccccc2C#N)cc1S(=O)(=O)N1CCOCC1,2.0,3.9,1.8,-4.0,-0.4,5.8,-2.9,-4.5,-2.2
COc1ccc(CCNC(=O)C2(c3ccccc3)CC2)cc1,0.7,-0.2,-4.5,0.9,-0.6,0.7,-3.8,-8.5,4.1
O=C(O)c1cc2c([nH]c1=O)CCCC2,7.5,9.2,-4.0,-3.9,-2.8,0.1,-3.0,4.5,3.6
CCNC(=O)C1(C)CCN1CCC(=O)c1ccc(C)cc1 (stereo unspecified),4.3,0.0,0.3,0.2,-15.4,0.2,-1.2,-10.6,14.5
CC(C)CCNC(=O)CNC(=O)c1cccs1,1.1,2.2,2.2,2.7,10.5,0.8,-3.2,3.3,-5.9
CCCCC1=C(C(=O)OCC)C(C(=O)OCC)Oc2ccccc21 (stereo unspecified),-6.6,8.7,-2.6,-5.4,-15.5,-1.6,-1.8,-14.7,7.1

# Rewritten field by field: part of the list above.
COc1cc(C(=O)N/N=C(\C)Cn2nc([N+](=O)[O-])cc2C)ccc1O
  M5 antag: -3.9; TAAR1 ag: -0.3; M5 ag: -3.5; M5 PAM: 1.2; CHRM1 antagonist: -1.9; CHRM4 agonist: 0.7; M1 ag: -7.8; M4 antag: 2.7; M1 PAM: 6.8

CC(=O)c1ccc(NC(=O)CC2S/C(=N/N=C3CCCCCC3)NC2=O)cc1 (stereo unspecified)
  M5 antag: 8.3; TAAR1 ag: 2.1; M5 ag: -1.7; M5 PAM: -5.4; CHRM1 antagonist: -3.1; CHRM4 agonist: 1.3; M1 ag: -3.1; M4 antag: -0.3; M1 PAM: 5.2

COc1ccc(C(=O)OCc2ccccc2C#N)cc1S(=O)(=O)N1CCOCC1
  M5 antag: 2.0; TAAR1 ag: 3.9; M5 ag: 1.8; M5 PAM: -4.0; CHRM1 antagonist: -0.4; CHRM4 agonist: 5.8; M1 ag: -2.9; M4 antag: -4.5; M1 PAM: -2.2

CCCCC(O)(c1ccc(OC)cc1)C(CN1CCOCC1)c1ccccc1 (stereo unspecified)
  M5 antag: -1.0; TAAR1 ag: 10.6; M5 ag: -3.9; M5 PAM: 1.2; CHRM1 antagonist: -10.4; CHRM4 agonist: 0.4; M1 ag: -2.2; M4 antag: -9.8; M1 PAM: 3.7

# Next results:
SMILES,M5 antag,TAAR1 ag,M5 ag,M5 PAM,CHRM1 antagonist,CHRM4 agonist,M1 ag,M4 antag,M1 PAM
CC(=O)NCCc1ccc(C(=O)COC(=O)c2ccco2)cc1,3.5,1.0,-0.6,-2.2,-22.1,1.2,-0.9,-19.4,8.4
COc1cccc(-c2nc(CS(=O)(=O)CC(=O)Nc3ccccc3C)c(C)o2)c1,1.6,0.3,-4.4,-0.4,-2.0,0.8,1.1,-13.9,15.6
O=C(CC[C@H]1O[C@@H](n2ccc(=O)[nH]c2=O)[C@H](O)[C@@H]1O)NCCc1c[nH]c2ccccc12,-6.6,0.3,3.7,11.4,-9.7,1.5,-2.0,-6.5,-1.2
COc1ccc(Cl)cc1N(C(=O)c1ccco1)C(C(=O)NC1CCCC1)c1ccncc1 (stereo unspecified),6.3,-3.8,-5.7,2.8,-9.8,0.1,-4.3,7.1,17.2
O=C(c1ccccc1)c1ccc(O)cc1O,10.2,24.2,18.9,-4.6,-9.6,18.2,8.8,8.6,8.5
CCC(c1nc2ccccc2c(=O)n1-c1nc2ccccc2s1)N1C(=O)c2ccccc2C1=O (stereo unspecified),7.0,1.6,-2.9,-2.4,-6.6,0.2,-1.1,-3.6,-0.7
Cn1cc(C(=O)CCl)c2ccccc21,-1.9,9.7,2.2,-3.5,-4.6,0.5,-1.4,0.9,5.3
O=C(Cn1c(=O)oc2ccccc21)N1CCN(S(=O)(=O)c2ccccc2)CC1,12.1,2.9,-0.3,-5.9,-10.1,1.0,-2.6,-8.5,9.3
